Arrestin-AP2 inh: inhibitors of beta-arrestin/AP2 binding, primary screen, biochemical, GPCR trafficking, flow cytometry; FITC-arrestin peptide / GST-AP2 beads; AP2 beta2 appendage carries R879A mutation; AID 504490, 2011; inhibition, % at 10 µM; 0.31% of 340,000 active;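 active = inhibition above a set limit, near 3 SD of compounds lacking own fluorescence, cut at about 54% in these data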;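 also: plate controls were DMSO wells for no effect and 5 µM unlabelled arrestin peptide for full effect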
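Test system: GST-tagged AP2 beta2-adaptin appendage (R879A) on 4 µm glutathione beads; also added: fluorescein-tagged arrestin peptide at 50 nM final; timing: 12 min plus 1 h, RT; signal: flow cytometry, FL1 (488/535 nm); read-out: percent drop in bead-associated FITC signal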
V-ATPase pH: regulators of yeast V-ATPase proton pumping, primary screen, pHLuorin cytosolic pH fluorescence | S. cerevisiae | response, % at 10 µM | 0.37% of 350,000 active | AID 504577, 2011; in the data active = response mostly above about 7.3%, no sharp cut-off; inactive = mostly below about 5.4%; also: actives read high; inactives centre near 0; some compounds called inactive have numbers as strong as hits; reference of the scale not given here
PKA-R1A activ: activators of PKA-R1A holoenzyme, primary screen, biochemical, fluorescence polarization, Cy5-IP20, bovine R1A, mouse PKAc; 0.083% of 340,000 active; activation, % at 11.4 µM; AID 504707, 2011; PKA-R1A dissociation; scaled: DMSO 0%, 113 µM cGMP 100%; cAMP-dependent protein kinase type I-alpha regulatory subunit (Bos taurus) + …;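 active = percent activation above the mean of all tested compounds plus 3 SD, cut at about 19% in these data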;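 also: higher means more PKAc released from R1A so a rise in polarization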
DSG3 Ab inh: inhibitors of pemphigus antibody binding to DSG3, primary screen, biochemical, bead-based, flow cytometry, scFv-GFP. Desmoglein-3 (Homo sapiens), P32926. DSG3-coupled beads, scFv-anti-DSG3-GFP binding; active compounds read low. binding (percent of control), % at 10 µM. 0.48% of 310,000 active;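 active = binding more than 3 SD below its plate's average and above zero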;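 also: hits lower antibody fragment binding to DSG3; some compounds called inactive have numbers as strong as hits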
HTR5A inv ag: HTR5A inverse agonists in luminescence cell assay, primary screen, counter-screen for OPRM1-OPRD1 heterodimer inverse agonist project, full-deck HTS; 5-hydroxytryptamine receptor 5A (Homo sapiens), P47898; HTR5A cell line, inverse agonism; inhibition, % at 9.3 µM; 0.083% of 340,000 active; AID 504634, 2011; in the data active = inhibition mostly above about 23%, no sharp cut-off; inactive = mostly below about 18%;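 also: 0% = cells with DMSO and 100% = no-cell wells with DMSO; some compounds called inactive have numbers as strong as hits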
Target sequence (P47898 whole entry, looked up): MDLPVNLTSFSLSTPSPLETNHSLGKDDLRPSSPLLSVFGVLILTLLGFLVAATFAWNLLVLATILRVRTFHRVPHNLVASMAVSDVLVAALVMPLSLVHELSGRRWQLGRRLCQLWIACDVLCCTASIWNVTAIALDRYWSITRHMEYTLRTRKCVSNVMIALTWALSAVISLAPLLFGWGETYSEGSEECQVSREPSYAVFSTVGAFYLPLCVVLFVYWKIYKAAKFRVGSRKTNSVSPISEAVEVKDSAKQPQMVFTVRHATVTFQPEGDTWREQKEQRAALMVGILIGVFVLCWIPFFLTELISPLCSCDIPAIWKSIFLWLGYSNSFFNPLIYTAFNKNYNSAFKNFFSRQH
DAGLB inhibitor: DAGLB lipase inhibitors, primary screen, biochemical, fluorescence, HTS | inhibition, % at 5.17 µM | HEK293T DAGLB membrane lysate, EnzChek fluorogenic substrate | 0.059% of 340,000 active | Diacylglycerol lipase-beta (Homo sapiens), Q8NCG7; in the data active = inhibition above about 34%;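 also: 0% = enzyme with vehicle and 100% = wells lacking enzyme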
HTR5A ag ctr: HTR5A agonists in luminescence cell assay, primary screen, counter-screen for OPRM1-OPRD1 heterodimer agonist project, full-deck HTS; 5-hydroxytryptamine receptor 5A (Homo sapiens), P47898; cell-based; activation, % at 9.3 µM; 0.61% of 340,000 active; AID 504692, 2011; in the data active = activation mostly above about 9.5%, no sharp cut-off; inactive = mostly below about 7.6%;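 also: 0% = cells with vehicle only and 100% = reference agonist; strong numbers were not always called active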
PKA-R2B activ: activators of PKA-R2B holoenzyme, primary screen, biochemical, fluorescence polarization, Cy5-IP20, human. cAMP-dependent protein kinase catalytic subunit beta (Homo sapiens) + cAMP-dependent …. PKA-R2B holoenzyme dissociation; R2B truncated from residue 108, S112A mutant; 0% DMSO only, 100% 113 µM cGMP. activation, % at 11.4 µM. 0.079% of 340,000 active;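 active = activation above a cutoff set at the mean over all compounds plus 3 SD, cut at about 18% in these data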;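 also: higher means more holoenzyme dissociation and a rise in polarization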
Target sequence (P31323 whole entry, looked up, other chains not shown, the tested form may be a part): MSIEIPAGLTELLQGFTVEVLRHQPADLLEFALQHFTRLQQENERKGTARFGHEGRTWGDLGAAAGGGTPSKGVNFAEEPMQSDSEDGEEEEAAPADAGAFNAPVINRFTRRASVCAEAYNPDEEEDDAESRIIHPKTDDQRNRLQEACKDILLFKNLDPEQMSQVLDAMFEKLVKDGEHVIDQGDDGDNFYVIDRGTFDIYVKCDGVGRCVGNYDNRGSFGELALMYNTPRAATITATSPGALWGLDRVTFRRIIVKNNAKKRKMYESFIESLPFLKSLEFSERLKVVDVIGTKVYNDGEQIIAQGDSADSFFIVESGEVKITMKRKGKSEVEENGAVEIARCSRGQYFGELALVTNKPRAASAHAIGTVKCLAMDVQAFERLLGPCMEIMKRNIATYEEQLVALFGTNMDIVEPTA
MOR-DOR ag: agonists of OPRM1-OPRD1 heterodimerization, primary screen, cell-based, luminescence | Mu-type opioid receptor (Homo sapiens) + Delta-type opioid receptor (Homo sapiens), … | 0.3% of 340,000 active | activation, % at 9.3 µM | cells; in the data active = activation above about 18%;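 also: 0% = vehicle-treated cells and 100% = reference agonist; values of inactives mirror those of a sister screen read the other way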
MOR-DOR inv ag: inverse agonists of MOR-DOR heterodimerization, primary screen, cell-based, luminescence | cell-based MOR-DOR heterodimer luminescence, inverse agonism | inhibition, % at 9.3 µM | 0.21% of 340,000 active | Mu-type opioid receptor (Homo sapiens) + Delta-type opioid receptor (Homo sapiens), …; in the data active = inhibition above about 22%, passing the limit was not always enough;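 also: 0% = cells with DMSO and 100% = wells without cells with DMSO; values of inactives mirror those of a sister screen read the other way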
An asterisk follows results filed as active; . = not tested or not shown.

SMILES	Arrestin-AP2 inh	V-ATPase pH	PKA-R1A activ	DSG3 Ab inh	HTR5A inv ag	DAGLB inhibitor	HTR5A ag ctr	PKA-R2B activ	MOR-DOR ag	MOR-DOR inv ag
c1ccc2c3c(cc(N4CCOCC4)c2c1)OC1(N2CCOCC2)CCCCC1O3 (configuration not stated)	23	1	3	127	15	-2	-2	1	7.7	-36
Cc1nn2c(=O)cc(CSCC(=O)Nc3ccccc3F)nc2s1	-27	0	-2	108	10	-2	-3	-8	-3.2	16
COC(=O)c1cc2c(ccn2-c2ccc(F)cc2)n1Cc1cccc(OC)c1	6	-1	-10	82	3	-4	1	-1	-1.5	8
COC(=O)c1ccc(CN(c2ccc(OC)cc2)S(=O)(=O)c2ccccc2)cc1	24	3	-1	.	-18	-7	4	-10	-3.3	16
O=C(COc1ccc(Cl)cc1Cl)NC1CC1	.	0	5	102	.	1	.	5	.	.
COc1ccc(NS(=O)(=O)CC23CCC(CC2=O)C3(C)C)cc1 (configuration not stated)	8	2	10	106	0	-1	0	7	-0.1	1
Cc1ccccc1Cn1nc(C)c(NC(=O)c2cc(CC(C)C)on2)c1C	2	3	-1	92	26	0	3	3	-0.6	3
Cc1ccc(S(=O)(=O)N2CC3(O)CN(C(=O)OC(C)C)N(C(=O)OC(C)C)CC3(OC(=O)NCc3ccccc3F)C2)cc1 (configuration not stated)	.	-2	-13	109	.	-1	.	-7	.	.
COc1ccc(CC2C(=O)OC(C)(C)OC2=O)c(Cl)c1OC	-13	-1	-4	97	-17	-2	4	-8	-3.2	14
CCNS(=O)(=O)c1ccc(CCC(=O)Nc2cc(Cl)ccc2Oc2ccccc2)cc1	1	-2	-3	106	-39	-6	15	9	4.1	-26
COc1ccc(C(=O)CCC(C)(C)[N+](=O)[O-])cc1	15	-4	5	.	-3	-2	1	4	-1.2	5
O=C(/C=C/c1ccco1)NCC1(c2ccccc2)CCCC1	-1	-5	-13	108	13	-2	2	-12	0.8	-4
COc1ccc(CNS(=O)(=O)c2ccc(-c3cc(C)no3)cc2)cc1	-2	1	-6	103	5	-2	-1	0	-0.3	2
Cc1nc(-c2ccc(C(=O)NCCO)cc2)cs1	9	3	-3	104	-3	-3	1	8	-2.8	14
COc1ccc2c(C)cc(SCC(=O)N3CCOCC3)nc2c1	9	4	-2	190	-2	-1	0	-6	-0.7	4
NC(=O)c1ccc(NC(=O)Cc2ccc(S(=O)(=O)N3CCCCC3)cc2)cc1	-3	-1	-3	95	-10	-1	6	-20	-5.2	19
Cc1cc[n+](-c2[nH]c(=O)sc2/C=N/N=C(\[O-])c2ccncc2)cc1C	38	3	-16	103	-14	-4	4	3	-0.5	2
CC1CCc2c(sc(NC(=O)Cn3nc(C(=O)O)c4ccccc4c3=O)c2C#N)C1 (configuration not stated)	29	9	-21	94	6	3	-2	-11	-0.6	3
CCOC(=O)C1CCN(C(=O)Nc2ccc3nc(-c4ccco4)c(-c4ccco4)nc3c2)CC1	42	-3	-6	92	4	5	-2	8	4.2	-24
COc1ccnc(NCc2ccc(Cl)cc2)c1C#N	6	-1	8	100	-3	1	4	1	-0.7	4
CCOC(=O)c1cc(C)sc1/N=C/C1C(=O)CCCC1=O	9	1	2	121	-11	-1	3	-7	-2.1	11
Cc1occc1C(=O)N1CCN(c2ccccc2)CC1	-9	0	-1	87	-2	1	4	2	-2.8	15
COCC(=O)Nc1c(C(=O)Nc2ccc3c(c2)OCO3)oc2ccccc12	-7	-2	-1	107	-8	0	2	-7	-3.2	16
Cc1ccc(-n2nc(C)c3c2OC(N)=C(C#N)C3c2ccc(C)o2)cc1 (configuration not stated)	8	-1	-2	99	-2	13	0	0	-2.5	14
O=[N+]([O-])c1ccc(-c2nc(NCc3ccccc3)c3ccccc3n2)cc1	4	0	-6	105	9	-4	4	12	5.4	-37

10 structures from above, arranged by length of the SMILES, lowest first.
SMILES	Arrestin-AP2 inh	V-ATPase pH	PKA-R1A activ	DSG3 Ab inh	HTR5A inv ag	DAGLB inhibitor	HTR5A ag ctr	PKA-R2B activ	MOR-DOR ag	MOR-DOR inv ag
O=C(COc1ccc(Cl)cc1Cl)NC1CC1	.	0	5	102	.	1	.	5	.	.
COc1ccnc(NCc2ccc(Cl)cc2)c1C#N	6	-1	8	100	-3	1	4	1	-0.7	4
Cc1occc1C(=O)N1CCN(c2ccccc2)CC1	-9	0	-1	87	-2	1	4	2	-2.8	15
Cc1nn2c(=O)cc(CSCC(=O)Nc3ccccc3F)nc2s1	-27	0	-2	108	10	-2	-3	-8	-3.2	16
COc1ccc(CNS(=O)(=O)c2ccc(-c3cc(C)no3)cc2)cc1	-2	1	-6	103	5	-2	-1	0	-0.3	2
COC(=O)c1cc2c(ccn2-c2ccc(F)cc2)n1Cc1cccc(OC)c1	6	-1	-10	82	3	-4	1	-1	-1.5	8
Cc1ccc(-n2nc(C)c3c2OC(N)=C(C#N)C3c2ccc(C)o2)cc1 (configuration not stated)	8	-1	-2	99	-2	13	0	0	-2.5	14
c1ccc2c3c(cc(N4CCOCC4)c2c1)OC1(N2CCOCC2)CCCCC1O3 (configuration not stated)	23	1	3	127	15	-2	-2	1	7.7	-36
CCOC(=O)C1CCN(C(=O)Nc2ccc3nc(-c4ccco4)c(-c4ccco4)nc3c2)CC1	42	-3	-6	92	4	5	-2	8	4.2	-24
Cc1ccc(S(=O)(=O)N2CC3(O)CN(C(=O)OC(C)C)N(C(=O)OC(C)C)CC3(OC(=O)NCc3ccccc3F)C2)cc1 (configuration not stated)	.	-2	-13	109	.	-1	.	-7	.	.

(further entries)
SMILES	Arrestin-AP2 inh	V-ATPase pH	PKA-R1A activ	DSG3 Ab inh	HTR5A inv ag	DAGLB inhibitor	HTR5A ag ctr	PKA-R2B activ	MOR-DOR ag	MOR-DOR inv ag
CC(=O)N(Cc1ccccc1)c1ccc(C(=O)O)cc1	14	10	-1	100	-24	-2	4	-7	-2.0	12
CC(C)[C@H](NC(=O)N1CC(=O)Nc2ccccc21)C(=O)N1CCC(C(=O)O)CC1	9	5	-8	102	-25	-3	-3	6	-3.1	15
CCOc1ccc(C(O)(CCC(C)C)C(CN2CCOCC2)c2ccccc2)cc1 (configuration not stated)	-6	-4	1	112	-8	-12	2	-12	-0.2	1
Cn1c(-c2ccccc2F)cc2onc(-c3ccccc3)c2c1=O	6	-3	-5	100	3	-6	-1	-15	1.4	-8
O=S(=O)(c1ccccc1)N1CCC(c2ccccc2)CC1	6	2	-4	108	-1	-17	-2	-10	-2.0	11
CCOC(=O)N1CCN(C(=O)C(CC(C)C)NS(=O)(=O)c2ccc(C)cc2)CC1 (configuration not stated)	-3	-3	0	103	21	-2	-2	-10	-5.7	23
NS(=O)(=O)c1ccc(CCNC(=O)c2ccc3ccccc3n2)cc1	-2	-1	3	98	-8	1	5	-3	-2.6	14
Cc1ccc(S(=O)(=O)NC(C(=O)N2CCN(S(=O)(=O)c3cccc(F)c3)CC2)C(C)C)cc1 (configuration not stated)	11	3	2	110	1	-1	0	-9	-0.9	5
Cc1ccc(CNC(=O)CCc2c(C)nn(-c3ccc(N4CCOCC4)nn3)c2C)cc1	-1	-4	-11	103	18	-1	-5	-3	-2.7	14
O=C(CCCN1C(=O)/C(=C/c2cccc(Br)c2)SC1=S)N1CCOCC1	-43	3	-12	105	-7	4	3	-4	-1.7	9
CC(C)(C)OC(=O)C[C@H]1C/C=C\C[C@H](CC(=O)N(CCO)Cc2ccccc2)C(=O)N[C@@H](c2ccccc2)COC1=O	.	-1	-5	98	12	-2	-2	-3	0.3	-2
NS(=O)(=O)c1ccc(CNC(=O)CNC(=O)c2ccc(Br)o2)cc1	3	-1	-2	100	-32	-1	3	4	0.0	0
O=C(CNc1ccc2ccccc2c1)N/N=C/c1ccc(OC(=O)/C=C/c2ccco2)cc1	16	-2	2	80	-2	-2	1	-12	2.4	-12
Cn1c(=N)c(S(=O)(=O)c2ccc(F)cc2)cc2c(=O)n3ccccc3nc21	-24	2	-2	.	-5	-2	2	-3	0.1	0
Cc1ccc(NC(=O)c2ccccc2Br)cc1S(=O)(=O)N(C)C	6	4	-13	104	-19	-1	-6	-19	-1.5	8
COC(=O)CSc1nc2ccccc2c(=O)n1C	1	0	-8	.	-13	-1	3	-3	1.1	-7
O=C(O)c1ccc(N/N=C2/CCSc3ccc(F)cc32)cc1	13	-2	-4	101	6	6	-2	-9	-2.1	12
CC1CCCC(C)N1/N=C/c1ccc(C#N)cc1 (configuration not stated)	14	-1	-3	105	6	-1	-3	-9	4.1	-21
O=C1CCc2cc(S(=O)(=O)N3CCN(c4cccc(C(F)(F)F)c4)CC3)ccc2N1	-28	-3	-4	91	-28	0	13*	6	25*	-126
N#Cc1c(-c2ccccc2)nc(SCc2ccc(Cl)cc2)[nH]c1=O	2	-2	8	101	8	12	-2	2	-1.5	7
COCC(=O)N/N=C(\C)CC(=O)NCc1ccco1	5	-2	-2	103	4	-1	-1	-3	-2.0	12
CCOC(=O)C1=C(C)Nc2nc(C)nn2C1c1ccc(OCC)c(OC)c1 (configuration not stated)	8	1	-14	110	3	2	-1	-9	-1.7	9
Cc1ccc(NC(=O)c2ccc(Cl)c(N3C(=O)C=CC3=O)c2)cc1	8	0	-11	88	14	2	-5	-11	-0.3	1
COc1cc(/C=C2/SC(=S)N(CCC(=O)N3CCN(C)CC3)C2=O)cc(OC)c1OC	.	0	0	100	.	-4	.	-5	.	.
CCOc1ccc(Cl)cc1S(=O)(=O)N1CCC(C(=O)N2CCCC2)CC1	24	-2	12	111	8	2	0	-5	-1.6	8
CC1(C(=O)NCC2CC2)C=CC2(CCCCC2)N1C(=O)c1ccccc1 (configuration not stated)	-1	4	4	.	-15	0	1	0	-1.9	11
